TbPYK inhibitor: qHTS of Trypanosoma Brucei Inhibitors; TbPYK enzyme, Kinase-Glo Plus ATP luminescence, 45 min; Potency, µM (highest dose often 76.8 µM), for the others: top-dose activity, negative = inhibition, hits mostly inhibitors; 410,000 tested, 0.12% active; pyruvate kinase (Trypanosoma brucei), Q57TT1; also: potency is read from the fitted curve at half-maximal effect; % is scaled to controls: 0 for no effect and ±100 for the full control effect; nearly all actives have a fitted effect of over 50% in size
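In this concentration-response screen, enzyme-free wells defined baseline while DMSO plates tracked drift. Each reaction combined TbPYK, substrate, compound and 130 uM ADP for 45 min at room temperature. Kinase-Glo Plus luminescence gave the signal.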
Pf growth 48h: Primary qHTS for delayed death inhibitors of the malarial parasite plastid, 48 hour incubation. 310,000 tested, 5.9% active. AID 504832, 2011. P. falciparum luciferase growth in erythrocytes, 48 h. Potency, µM (top dose mostly 28.7 µM), inactives show at the highest dose activity change, negative = inhibition, hits mostly inhibitors; also: potency is read from the fitted curve at half-maximal effect; % is scaled to controls: 0 for no effect and ±100 for the full control effect
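Parasite viability was followed by luminescence of a genomically integrated firefly luciferase. Cultures held 0.1% parasitemia at 2% hematocrit (final), incubated under 5% CO2 at 37 C.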
LmPK inh: qHTS Assay for Inhibitors of Leishmania Mexicana Pyruvate Kinase (LmPK); purified LmPK, Kinase-Glo ATP luminescence, 1 h; Potency, µM (titrated, usually from 57.5 µM), for the others: at the highest dose activity change, negative = inhibition, hits mostly inhibitors; 290,000 tested, 0.37% active; AID 1721, 2009; also: potency is read from the fitted curve at half-maximal effect; % is scaled to controls: 0 for no effect and ±100 for the full control effect
Target sequence (Q27686 whole entry, looked up): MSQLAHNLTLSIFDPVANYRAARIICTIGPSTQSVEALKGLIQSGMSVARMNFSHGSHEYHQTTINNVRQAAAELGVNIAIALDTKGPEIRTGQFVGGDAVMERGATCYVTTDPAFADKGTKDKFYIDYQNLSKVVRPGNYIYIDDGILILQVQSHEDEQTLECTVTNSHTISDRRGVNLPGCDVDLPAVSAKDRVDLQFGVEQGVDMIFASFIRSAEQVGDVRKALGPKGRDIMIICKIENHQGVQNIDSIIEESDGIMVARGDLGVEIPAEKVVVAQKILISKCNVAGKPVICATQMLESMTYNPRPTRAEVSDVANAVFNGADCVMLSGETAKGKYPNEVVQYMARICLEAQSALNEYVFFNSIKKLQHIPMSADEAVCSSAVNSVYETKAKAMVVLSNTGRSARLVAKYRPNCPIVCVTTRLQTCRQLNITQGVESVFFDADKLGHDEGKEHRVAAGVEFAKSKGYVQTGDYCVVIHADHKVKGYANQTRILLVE
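ATP generated from ADP (0.1 mM) and PEP (0.5 mM) by 0.1 nM LmPK over 1 h at room temperature (pH 7.2 imidazole buffer) was detected by coupled luciferase luminescence. Values were normalized to uninhibited and no-enzyme wells.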
Shiga toxin inh: A qHTS for Small Molecule Inhibitors of Shiga Toxin; Vero cells, Shiga toxin protein synthesis inhibition reporter; inhibition, % at 38.7 µM; 290,000 tested, 9.2% active; AID 2315, 2010; in the data active = inhibition mostly above about 28%, no sharp cut-off; inactive = mostly below about 43%; also: 0% is about no effect
AmpC no deterg: qHTS Inhibitors of AmpC Beta-Lactamase (assay without detergent) | 330,000 tested, 0.52% active | AmpC nitrocefin hydrolysis, absorbance 480 nm, 0.0001% Triton | Potency, µM (doses to about 57.1 µM), for inactives: at the top dose activity change, negative = inhibition, actives largely listed as inhibitors;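 also: potency is read from the fitted curve at half-maximal effect; plate controls were no compound for no effect and no enzyme for full effect; nearly all actives have a fitted effect of over 20% in size; some results filed as inactive show a strong effect at the top dose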
Target sequence (P00811 whole entry, looked up): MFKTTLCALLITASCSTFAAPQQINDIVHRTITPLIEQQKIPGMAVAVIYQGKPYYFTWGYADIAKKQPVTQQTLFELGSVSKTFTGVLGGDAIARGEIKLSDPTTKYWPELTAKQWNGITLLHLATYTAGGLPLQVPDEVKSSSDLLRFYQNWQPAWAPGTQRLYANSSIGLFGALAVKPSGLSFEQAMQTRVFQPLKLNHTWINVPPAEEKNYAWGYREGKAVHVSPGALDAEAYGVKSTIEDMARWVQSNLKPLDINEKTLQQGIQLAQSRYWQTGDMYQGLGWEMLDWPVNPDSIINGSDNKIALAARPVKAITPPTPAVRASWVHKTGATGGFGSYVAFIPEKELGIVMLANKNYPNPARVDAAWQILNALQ
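AmpC (5.3 nM in the dispensed reagent) in 20 mM phosphate pH 7.0 with 0.01% (detergent screen) or 0.0001% Triton X-100 was preincubated with compounds for 15 min at room temperature. Nitrocefin was then added from an 800 uM solution, and hydrolysis was followed at 480 nm.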
Cycloheximide cs: Cycloheximide Counterscreen for Small Molecule Inhibitors of Shiga Toxin; cell reporter, cycloheximide protein synthesis inhibition counterscreen; max response, %; 300,000 tested, 12% active; in the data active = max response mostly above about 13%, no sharp cut-off; inactive = mostly below about 14%; also: read at 38.3 µM for the half of the compounds with a filed dose; 0% is about no effect
Pf growth 96h: Primary qHTS for delayed death inhibitors of the malarial parasite plastid, 96 hour incubation; AID 504834, 2011; Potency, µM (doses to about 28.7 µM), for the others: at the highest dose activity change, negative = inhibition, hits mostly inhibitors; P. falciparum luciferase reporter growth, 96 h; 320,000 tested, 6.9% active; also: potency is read from the fitted curve at half-maximal effect; % is scaled to controls: 0 for no effect and ±100 for the full control effect
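Delayed-death screen, second-generation endpoint: infected erythrocytes, 2% hematocrit, 0.05% parasitemia final; 96 hours at 37 C, 5% CO2; luciferase detection reagent; luminescence decrease equals reduced growth.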
Numbers without * were called inactive; ? = inconclusive; nt = no result given; [ ] = dose if it differs, or a comment. Unless noted, calls follow the shape of the dose curve; as a rule, active = well fitted curve in the direction sought with a large enough effect; inconclusive = small, poorly fitted or top-dose-only effect, or another doubt; inactive = no such curve, though single readings can be large; an effect the other way counts as inactive or inconclusive.

#	Compound	TbPYK inhibitor	Pf growth 48h	LmPK inh	Shiga toxin inh
1	CC1=CC=CN2C1=NC(=O)CC2(C)C(=O)N(CC(=O)NC1CCCC1)c1cc(C)cc(C)c1 (stereo not drawn)	1%	6%	11%	34
2	CS(=O)(=O)N(CC(=O)NCCSC1CCCCC1)c1cccc(F)c1	6%	?	1%	-2
3	O=C(N/C(=C/C=C/c1ccccc1)C(=O)N1CCCCC1)c1ccc([N+](=O)[O-])cc1	-5%	?	8%	-9
4	COc1ccc(-n2c(=O)c3c4c(sc3n(CC(=O)NC3CCCC3)c2=O)CCCC4)c(OC)c1	2%	-7%	10%[11.5 µM]	20
5	COc1ccc(OC)c(NC(=S)N(CCc2c(C)[nH]c3ccc(C)cc23)Cc2cccs2)c1	-7%	0%	3%	-2
6	O=C(c1cccc(S(=O)(=O)N2CCN(c3ccccc3)CC2)c1)N1CCCC(C(F)(F)F)C1 (stereo not drawn)	1%	?	nt	nt
7	CCN(c1cccc(C)c1)S(=O)(=O)c1cccc(C(=O)O)c1	0%	nt	-3%	-18
8	CC1CCCCC1NC(=O)COC(=O)c1ccc2c(c1Cl)C(=O)c1ccccc1C2=O (stereo not drawn)	-8%	-4%	-2%	-8
9	C=CCNC(=S)NNC(=O)c1ccc(=O)n(Cc2ccc(Cl)cc2Cl)c1	-2%	-15%	2%	36
10	CCCCNCCOCCOc1ccccc1-c1ccccc1	-15%	10µM*	-1%	16

#	AmpC no deterg	Cycloheximide cs	Pf growth 96h
1	-1%	1	?
2	5%	-2	-2%
3	21%	6	-9%
4	76%[activator]	-1	15%
5	-17%	-4	-103%
6	-2%	nt	-2%
7	-13%	22	30%
8	-20%	13	13%
9	-23%	3	-8%
10	19%	-3	?

(next part)
#	Compound	TbPYK inhibitor	Pf growth 48h	LmPK inh	Shiga toxin inh
11	O=C(Nc1ccccc1)Nc1nc(-c2ccc(Cl)cc2)cs1	-3%	-6%	1%	-5
12	CC(NC(=O)c1ccccc1F)c1nnc(SCC(=O)N2CCN(c3ccccc3)CC2)n1C (stereo not drawn)	-1%	1%	-1%	-3
13	COc1ccc(NC(=O)COc2ccc3c(C)cc(=O)oc3c2)cc1S(=O)(=O)N1CCCCC1	4%	41%[activator]	nt	nt
14	COc1ccccc1N1CCN(CC(=O)Nc2cc(F)ccc2C)CC1	2%	nt	5%	-17
15	CC(=O)Nc1ccc(NC(=O)/C=C/c2ccc(Cl)cc2)cc1	-1%	33%[activator]	4%	26*
16	CC1(C)SCC(C(=O)O)NC1=O (stereo not drawn)	1%	3%	2%	3
17	C/C(=N\NC(=O)c1[nH]c2c([N+](=O)[O-])cc(C)cc2c1-c1ccccc1)c1cccnc1	6%	?	0%	-4
18	Cc1ccc(C(=O)NNC(=O)c2cccnc2SCc2cccc([N+](=O)[O-])c2)cc1	1%	-5%	4%	-5
19	Cc1ccc(NC(=O)CSCC(=O)Nc2ccccc2N2CCCC2)cc1	-1%	29%	nt	nt
20	CCOC(=O)c1c(C)nc2c(c1-c1cc(OC)ccc1OC)C(=O)CC(C)(C)C2	2%	-10%	0%	-9

#	AmpC no deterg	Cycloheximide cs	Pf growth 96h
11	-27%	1	-6%
12	-13%	-2	?
13	-21%	nt	1%
14	136%[activator]	-1	6%
15	-13%	30*	?
16	-16%	4	44%[activator]
17	-1%	1	165%[activator]
18	-20%	5	0%
19	-15%	nt	4%
20	75%[activator]	1	-10%

Reprinted at random: 2 compounds from above
#	Compound	TbPYK inhibitor	Pf growth 48h	LmPK inh	Shiga toxin inh
16	CC1(C)SCC(C(=O)O)NC1=O (stereo not drawn)	1%	3%	2%	3
19	Cc1ccc(NC(=O)CSCC(=O)Nc2ccccc2N2CCCC2)cc1	-1%	29%	nt	nt

#	AmpC no deterg	Cycloheximide cs	Pf growth 96h
16	-16%	4	44%[activator]
19	-15%	nt	4%

The list goes on.
#	Compound	TbPYK inhibitor	Pf growth 48h	LmPK inh	Shiga toxin inh
21	CCc1ccc2c(c1)/C(=N/N(C)C(=S)NC)C(=O)N2	5%	30%[activator]	-4%	-20
22	O=C(O)/C=C\C(=O)NCc1cccnc1	2%	19%	8%	-15
23	Cc1c(C(=O)N2CCN(Cc3ccccc3)CC2)sc2ncnc(N3CCOCC3)c12	3%	?	3%	10
24	CC(NS(=O)(=O)c1ccc(OCC(=O)NCc2ccncc2)cc1)c1ccccc1 (stereo not drawn)	0%	-7%	-1%	-11
25	COc1ccc(-c2cc(C(=O)NNC3=NCCC3)c3c(C)nn(-c4ccccc4)c3n2)cc1	-2%	?	-1%	-9
26	O=C(CN1CCOc2ccccc21)NCc1cccs1	-2%	5%	5%	29
27	Cn1c(=O)n(C)c2cc([N+](=O)[O-])c(N3CCN(S(=O)(=O)c4ccccc4)CC3)cc21	-4%	?	4%	-1
28	Cc1cccc(N=Cc2[nH]c3ccc(Br)c(Cl)c3c2O)c1	-10%	15µM*	-5%	63*
29	Cc1c2cnn(CC(=O)Nc3cccc(C(F)(F)F)c3)c(=O)c2c(C)n1Cc1ccccc1F	-7%	6%	1%	-10
30	O=C(CCn1c(=O)oc2ccccc21)NCc1ccc2c(c1)OCO2	1%	15%	2%	-10

#	AmpC no deterg	Cycloheximide cs	Pf growth 96h
21	-11%	1	38%[activator]
22	3%	-3	2.6µM*
23	121%[activator]	-1	?
24	-15%	9	?
25	-18%	-4	?
26	0%	-2	-11%
27	11%	-1	?
28	-21%	15	4%
29	-43%	-2	103%[activator]
30	-16%	-1	0%

(continued)
#	Compound	TbPYK inhibitor	Pf growth 48h	LmPK inh	Shiga toxin inh
31	CCN(CC)S(=O)(=O)c1ccc(N2CCOCC2)c(NS(=O)(=O)c2ccc(C)cc2)c1	-1%	?	3%	-4
32	COc1cc(C(=O)N[C@H](C(=O)NC2CCCCCC2)C(C)C)cc(OC)c1OC	3%	nt	0%	-5
33	C/C(=N\Nc1nc(N2CCCCCC2)nc(N2CCCCCC2)n1)c1ccccc1	4%	?	2%	13
34	CC(Cc1ccccc1)C(=O)NCc1ccncc1 (stereo not drawn)	5%	28%	-3%	-12
35	COc1ccc(OCC(=O)Nc2cc(-c3nn(C)c(=O)c4ccccc34)ccc2N2CCOCC2)cc1	-1%	?	5%	-3
36	COc1cccc(-c2ccc3nnc(SCC(=O)Nc4ccc(NC(C)=O)cc4)n3n2)c1	-11%	0%	nt	nt
37	CC(NC(=O)CN1CCN(Cc2ccc(Cl)cc2)C1=O)c1ccc2c(c1)OCCO2 (stereo not drawn)	1%	26%	7%	-11
38	O=C(NCc1cccc(C(F)(F)F)c1)C1CCC(=O)N(C2CCCCCC2)C1 (stereo not drawn)	-4%	6%	0%	2
39	COC(=O)c1cccc(C(=O)N2CCCC(C(=O)c3cccc(OC(C)C)c3)C2)c1 (stereo not drawn)	0%	0%	7%	-4
40	Cc1csc(NC(=O)C2=COCCO2)n1	-15%	115%[activator]	nt	nt

#	AmpC no deterg	Cycloheximide cs	Pf growth 96h
31	25%	-2	5.9µM*
32	1%	6	12µM*
33	2%	-3	-10%
34	-11%	-2	-10%
35	-10%	0	5.9µM*
36	-13%	nt	14%
37	32%	-2	?
38	154%[activator]	-3	-16%
39	64%[activator]	-1	22%
40	-16%	nt	121%[activator]

Later entries
#	Compound	TbPYK inhibitor	Pf growth 48h	LmPK inh	Shiga toxin inh
41	COc1cccc(NC2=NCCCS2)c1	-2%	2%	0%	-7
42	O=C(CCC(=O)c1cccs1)NCc1ccc(F)cc1	-5%	nt	0%	-2
43	O=C(COc1ccccc1[N+](=O)[O-])N1CCCc2ccccc21	-15%	?	-7%	10
44	O=C(O)C1CCC(CNS(=O)(=O)c2ccc(Br)cc2)CC1 (stereo not drawn)	-1%	-9%	5%	-6
45	Cc1noc(C)c1S(=O)(=O)Nc1ccc(C#N)cc1	-7%	-6%	0%	-4
46	CCn1c(SCC(=O)NNC(=O)c2ccc(C)cc2)nnc1C(C)C	0%	28%	-2%	31
47	Cc1cc(N)c2cc(NC(=O)Nc3ccc4nc(C)cc(N)c4c3)ccc2n1	4%	1.2µM*	nt	nt
48	CN1C(=O)c2ccccc2OC1(C)Cc1ccccc1 (stereo not drawn)	-6%	-11%	1%	8
49	CCCCOc1ccc(C(=O)NCC(=O)N2CC(C)OC(C)C2)cc1 (stereo not drawn)	0%	?	nt	nt
50	CC(C)OP(=O)(c1ccc(N(C)C)cc1)C(O)c1ccc(C(C)C)cc1 (stereo not drawn)	-8%	?	-2%	-4

#	AmpC no deterg	Cycloheximide cs	Pf growth 96h
41	-9%	-1	14%
42	-14%	-5	36%[activator]
43	-26%	17*	38%[activator]
44	-12%	-3	3%
45	-4%	1	22%
46	-13%	-4	26%
47	nt	nt	?
48	-21%	-9	-21%
49	4%	nt	4%
50	109%[activator]	-3	?

Complete entries as entered above.
`CN1C(=O)c2ccccc2OC1(C)Cc1ccccc1` (stereo not drawn) reads TbPYK inhibitor: -6%; Pf growth 48h: -11%; LmPK inh: 1%; Shiga toxin inh: 8; AmpC no deterg: -21%; Cycloheximide cs: -9; Pf growth 96h: -21%
`O=C(O)C1CCC(CNS(=O)(=O)c2ccc(Br)cc2)CC1` (stereo not drawn) reads TbPYK inhibitor: -1%; Pf growth 48h: -9%; LmPK inh: 5%; Shiga toxin inh: -6; AmpC no deterg: -12%; Cycloheximide cs: -3; Pf growth 96h: 3%
`O=C(CCC(=O)c1cccs1)NCc1ccc(F)cc1` reads TbPYK inhibitor: -5%; Pf growth 48h: nt; LmPK inh: 0%; Shiga toxin inh: -2; AmpC no deterg: -14%; Cycloheximide cs: -5; Pf growth 96h: 36%[activator]

Going on with the list.
#	Compound	TbPYK inhibitor	Pf growth 48h	LmPK inh	Shiga toxin inh
51	CCc1ccc(NS(=O)(=O)c2cccc3nonc23)cc1	-10%	-7%	-3%	-3
52	O=C(NN1CCN(Cc2ccccc2Cl)CC1)c1ccc(Cl)cc1	-2%	3%	0%	-2
53	O=C(/C=N/O)Nc1cccnc1	1%	-5%	-3%	18
54	Cc1c(C#N)c2ncnc(N)c2n1-c1ccccc1	-2%	-11%	-1%	15
55	CN(C)c1ccc(N/C=C/C(=O)c2ccc(F)cc2)cc1	?	?	14µM*	63*
56	CC1(C(=O)NC(=S)N(CCC#N)c2ccccc2)CC1(Cl)Cl (stereo not drawn)	-1%	nt	-4%	-10
57	COC(=O)CSc1nc(C)cc(C)c1C#N	5%	27%	-5%	-19
58	Clc1c(-c2ccccc2)nnn1-c1ccccc1	-8%	266%[activator]	-23%	105*

#	AmpC no deterg	Cycloheximide cs	Pf growth 96h
51	?	6	1%
52	-19%	-3	-13%
53	-15%	-3	?
54	-15%	-2	-11%
55	-1%	65*	nt
56	-10%	-4	0%
57	6%	11	?
58	-16%	56*	281%[activator]
